ssDAF12 agonist: S. stercoralis DAF-12 activation, primary screen | AID 652126 | HEK293 ssDAF-12/GRIP1 lit1-tk-luc reporter, luminescence; % of 3 µM dafachronic acid response | hit rate 1% among 370,000 | activation, % at 6.8 µM;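 active = activation above the mean over all tested compounds plus 3 SD, cut at about 0.9% in these data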;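 also: 0% = DMSO-only wells and 100% = 3 µM delta7-dafachronic acid wells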
PLC-beta3 inh: blocks human PLC-beta3 enzyme activity. inhibition, % at 12.2 µM. AID 720704. Q01970. Purified PLC-beta3, fluorogenic substrate, fluorescence. hit rate 0.18% among 370,000; in the data active = inhibition above about 11%;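 also: 0% = median of compound wells on plate and 100% = full blocker control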
SMARCA2 act: activators of SMARCA2 function. MG213 cells, MMTV-luciferase reporter, dexamethasone, overnight. hit rate 1% among 370,000. activation, % at 9.1 µM; in the data active = activation above about 7.8%;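 also: 0% = vehicle wells and 100% = reference activator wells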
hcDAF-12 act: activators of H. contortus DAF-12 nuclear receptor; HEK293 hcDAF-12 lit1-tk-luc reporter, luminescence; 0% DMSO, 100% Δ7-dafachronic acid; activation, % at 6.8 µM; hit rate 1.4% among 370,000;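 active = activation above the mean of all tested compounds plus 3 SD, cut at about 5.5% in these data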;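 also: 100% = response to 3 µM Δ7-dafachronic acid high control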
DAX1 inh-1: NR0B1 (DAX1) inhibition | AID 504766 | hit rate 0.99% among 340,000 | HEK293 Gal4-DAX1 luciferase reporter, luminescence | inhibition, % at 6.75 µM | P51843;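 active = inhibition above the mean over all tested compounds plus 3 SD, cut at about 4.2% in these data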;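 also: 0% = DAX1-transfected cells with DMSO and 100% = empty-vector control cells with DMSO; inhibition shows as a rise in luminescence from relieved DAX1 repression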
PG9 Ab binder: binds the HIV-1 gp120 antibody PG9; inhibition, % at 6.7 µM; hit rate 0.43% among 360,000; TR-FRET gp120-PG9 antibody binding; in the data active = inhibition above about 8.5%
HGIII-sPLA2 inh: Blocks human group III sPLA2 activity. QFRET BODIPY PC-A2 liposome hydrolysis, fluorescence. inhibition, % at 12.2 µM. hit rate 0.56% among 370,000;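 active = inhibition above mean plus 3 SD of compounds lying within the high and low control bounds, cut at about 19% in these data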;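 also: 0% = median of test compound wells and 100% = no enzyme DMSO wells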
Target sequence (Q9NZ20 whole entry, looked up): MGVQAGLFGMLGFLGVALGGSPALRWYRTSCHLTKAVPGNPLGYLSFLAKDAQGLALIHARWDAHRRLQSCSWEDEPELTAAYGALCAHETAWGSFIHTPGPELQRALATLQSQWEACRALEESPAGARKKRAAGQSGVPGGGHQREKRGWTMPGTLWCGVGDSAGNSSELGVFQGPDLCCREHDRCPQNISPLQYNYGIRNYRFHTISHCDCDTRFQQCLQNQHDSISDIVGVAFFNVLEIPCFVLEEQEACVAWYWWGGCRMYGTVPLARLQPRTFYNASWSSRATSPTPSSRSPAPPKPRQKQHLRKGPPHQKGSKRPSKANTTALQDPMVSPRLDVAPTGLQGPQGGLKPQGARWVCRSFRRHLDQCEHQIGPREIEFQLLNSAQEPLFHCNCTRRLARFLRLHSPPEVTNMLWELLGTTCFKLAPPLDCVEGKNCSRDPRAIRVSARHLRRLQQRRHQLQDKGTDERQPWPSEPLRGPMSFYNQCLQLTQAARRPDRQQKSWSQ
DAX1 inh-2: inhibitors of DAX1 repression of SF-1 activated StAR promoter; hit rate 1.1% among 370,000; AID 652010; inhibition, % at 6.8 µM; HEK293T StAR-luciferase reporter, SF-1/DAX-1 repression relief;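 active = inhibition above the mean over all tested compounds plus 3 SD, cut at about 3.6% in these data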;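 also: 0% = DAX-1 cells with DMSO and 100% = cells lacking DAX-1 with DMSO; higher inhibition means more luminescence from relief of DAX-1 repression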
hgDAF-12 ag: activates the H. glycines DAF-12 receptor ligand-binding domain | HEK293 GAL4-hgDAF12 UAS-luciferase reporter, agonist luminescence; normalized to butyrate control | activation, % at 6.8 µM | hit rate 1.8% among 370,000 | AID 687014;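 active = activation above a cutoff set at the mean of all screened compounds plus 3 SD, cut at about 10% in these data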;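 also: 0% = DMSO wells and 100% = sodium butyrate wells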
Rev-erbA mod: modulators of human Rev-erb alpha DNA binding | hit rate 0.79% among 370,000 | Rev-erbα–FITC-DNA binding, fluorescence polarization, 90 min | activity, % at 10 µM | P20393;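 active = activity above about 14%, limit read from the data; passing the limit was not always enough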;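 also: 0% = DMSO wells with 35 nM protein and 100% = DMSO wells with 750 nM protein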
Target sequence (P20393 whole entry, looked up): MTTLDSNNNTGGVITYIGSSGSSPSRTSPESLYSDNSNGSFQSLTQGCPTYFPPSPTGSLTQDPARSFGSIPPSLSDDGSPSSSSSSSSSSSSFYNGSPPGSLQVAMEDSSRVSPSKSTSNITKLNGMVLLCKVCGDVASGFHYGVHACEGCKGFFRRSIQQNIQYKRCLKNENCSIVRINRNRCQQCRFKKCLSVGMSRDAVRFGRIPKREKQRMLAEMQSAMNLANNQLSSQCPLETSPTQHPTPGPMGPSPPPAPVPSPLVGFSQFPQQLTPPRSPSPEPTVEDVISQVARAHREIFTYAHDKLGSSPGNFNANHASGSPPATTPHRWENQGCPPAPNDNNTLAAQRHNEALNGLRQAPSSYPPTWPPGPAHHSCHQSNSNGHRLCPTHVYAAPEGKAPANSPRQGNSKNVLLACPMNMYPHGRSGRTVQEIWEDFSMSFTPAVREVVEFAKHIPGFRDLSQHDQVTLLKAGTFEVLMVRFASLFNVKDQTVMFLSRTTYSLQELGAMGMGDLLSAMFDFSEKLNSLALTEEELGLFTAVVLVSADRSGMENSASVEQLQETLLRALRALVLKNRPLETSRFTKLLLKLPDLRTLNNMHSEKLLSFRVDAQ
GAA850 FXN act: activators of GAA850 frataxin (FXN) promoter | HEK293 lucGAA850 FXN promoter luciferase reporter, 24 h; percent of 10 µM SAHA response | activation, % at 6 µM | hit rate 0.56% among 360,000 | AID 540364;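 active = activation above the average of all compounds screened plus 3 SD, cutoff fixed separately per campaign, cut at about 7.5% in these data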;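 also: 0% = DMSO wells and 100% = 10 µM SAHA wells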
An asterisk follows results filed as active; i = inactive; / = no result given.

SMILES	ssDAF12 agonist	PLC-beta3 inh	SMARCA2 act	hcDAF-12 act	DAX1 inh-1	PG9 Ab binder	HGIII-sPLA2 inh	DAX1 inh-2	hgDAF-12 ag	Rev-erbA mod	GAA850 FXN act
Cc1cccc(C)c1NC(=O)C(c1ccccc1)N1CCN(C)CC1 (configuration not stated)	-1.4	3.7	-1.5	2.1	/	0.8	4.5	4.4*	-0.4	-3.4	/
O=S(=O)(NCc1ccccn1)c1ccc(Br)s1	-1.6	1.3	-0.2	0.3	0.5	-1.3	1.0	-0.8	0.9	-0.3	-1.7
COCCNC(=O)c1cc(-c2ccccc2)nn1Cc1cc(C)no1	-1.3	-0.8	-1.2	0.6	-0.1	2.9	3.1	-0.4	-2.7	1.0	-1.5
CN1CCCN(Cc2cccc3ccccc23)CC1	-1.3	-3.6	5.8	1.9	0.3	-2.8	-0.4	0.0	-0.4	-2.0	-0.6
COc1ccc(C(=O)O/N=C(/C)c2cccs2)cc1	-1.4	2.1	2.7	-1.0	1.4	-2.0	-4.1	0.3	-0.2	-1.6	-0.5
O=c1cc(O)n(-c2ccccc2F)c(=S)[nH]1	-0.6	2.2	1.9	1.9	0.8	-1.1	-3.8	0.0	2.3	-6.4	-1.3
CCOC(=O)C1CCN(C(=O)Nc2c(-c3ccccc3)noc2C)CC1	-1.2	-7.1	0.6	-0.7	1.0	0.6	6.5	0.0	-0.1	-0.7	0.0
O=C1c2ccccc2C(Nc2ccc(S(=O)(=O)N3CCCCC3)cc2)N1Cc1ccco1 (configuration not stated)	-1.2	-2.0	-4.1	-3.1	1.8	-0.2	-11.5	-1.1	-0.5	5.5	-4.0
CCOC(=O)C1CCCN(C(=O)c2cc(C(C)(C)C)nn2C)CC1 (configuration not stated)	-1.4	4.0	-0.7	-0.2	/	-0.1	2.5	0.6	0.0	2.9	1.9
O=C1c2ccccc2C(=O)N1CC(O)Cn1nnc2ccccc21 (configuration not stated)	-1.1	0.0	0.6	1.9	1.7	0.0	7.9	0.4	0.3	-3.7	1.9
CC(=O)N(c1ccc(Br)cc1)C1C=CS(=O)(=O)C1 (configuration not stated)	-1.7	0.2	1.2	-1.3	1.6	-0.5	-1.9	-0.7	3.5	-4.8	0.7
C[C@H](CO)N1C[C@H](C)[C@H](CN(C)C(=O)C2CCCCC2)OCc2cnnn2CCCC1=O	-1.2	3.0	4.2	-1.0	/	2.4	3.6	0.8	2.5	-6.2	/
O=S(=O)(Nc1ccccc1)N1CCCCC1	-1.0	13.1*	-4.0	-0.5	1.4	1.4	4.2	1.0	-3.0	9.9	0.9
CCCCN(C)C(=O)c1[nH]c(C(F)(F)F)nc1-c1ccccc1	-0.6	-0.1	-4.3	0.5	/	-0.6	-2.8	2.6	1.4	4.1	/
CC1(c2nnnn2Cc2ccccc2)CCC(=O)N1Cc1cccs1 (configuration not stated)	-1.5	3.6	3.0	-1.2	/	0.0	-1.1	0.1	-0.8	-2.5	/
N#CC1(NC(=O)COc2ccc(S(=O)(=O)N3CCCC3)cc2[N+](=O)[O-])CCCCC1	-1.6	-7.7	-2.8	-1.4	-0.5	0.7	7.3	-2.8	1.0	1.9	-1.8
CCCn1c(SCC(=O)NCc2ccc(OC)cc2)n[nH]c1=O	-1.2	-8.5	-3.9	-0.8	0.7	1.3	-1.4	-0.1	-0.8	-8.3	0.2
O=C(c1ccccc1)N1CCN(C(=O)c2ccccc2Br)CC1	-0.8	2.1	4.9	-0.9	3.0	-1.8	0.6	-0.2	0.6	1.4	-0.6
O=C(Nc1ccccc1C(=O)N/N=C/c1ccco1)c1ccccc1Cl	-0.9	0.6	2.5	0.7	0.4	-0.1	2.0	-0.1	-0.4	-2.6	-3.5
Cc1ccc2c(c1)C(=O)CC(O)(C(F)F)O2 (configuration not stated)	-0.9	-34.3	-1.3	1.7	1.7	-1.2	4.5	-0.4	0.0	-2.0	-0.7
CS(=O)(=O)c1ccc(Cl)c(NC(=O)Cc2c(Cl)cccc2Cl)c1	-1.2	-0.5	2.1	-0.4	0.8	7.9	4.6	0.4	-0.5	-2.6	1.5
Cc1ccc(C)c(NC(=O)Cc2nc(CNCC(C)C)cs2)c1	-1.3	-3.4	-3.6	-0.9	0.2	0.0	-10.2	0.0	-1.3	3.5	0.1
CC1CCCC(NC(=O)COC(=O)CN2C(=O)C3CCCCC3C2=O)C1C (configuration not stated)	-1.4	-0.6	-1.9	2.6	1.1	-1.8	11.0	-0.6	-0.5	-4.6	0.4
COc1ccccc1OCCCC(=O)Nc1nccs1	0.4	2.5	2.2	2.2	2.8	-0.4	-4.0	4.5*	14.3*	-3.6	1.7

Two records picked at random from the list so far, as already listed:
SMILES	ssDAF12 agonist	PLC-beta3 inh	SMARCA2 act	hcDAF-12 act	DAX1 inh-1	PG9 Ab binder	HGIII-sPLA2 inh	DAX1 inh-2	hgDAF-12 ag	Rev-erbA mod	GAA850 FXN act
CC1(c2nnnn2Cc2ccccc2)CCC(=O)N1Cc1cccs1 (configuration not stated)	-1.5	3.6	3.0	-1.2	/	0.0	-1.1	0.1	-0.8	-2.5	/
O=S(=O)(Nc1ccccc1)N1CCCCC1	-1.0	13.1*	-4.0	-0.5	1.4	1.4	4.2	1.0	-3.0	9.9	0.9

Later entries:
SMILES	ssDAF12 agonist	PLC-beta3 inh	SMARCA2 act	hcDAF-12 act	DAX1 inh-1	PG9 Ab binder	HGIII-sPLA2 inh	DAX1 inh-2	hgDAF-12 ag	Rev-erbA mod	GAA850 FXN act
O=C(N/C(=C\c1ccc([N+](=O)[O-])cc1)C(=O)N1CCCCC1)c1ccc(Br)o1	-0.5	-14.8	-0.7	1.3	0.3	-1.5	-1.9	0.2	0.1	-0.8	1.3
COC(=O)c1ccc(C23CC4(C2)[C@H](CN(CC2CCCCC2)[C@@H]4c2ccccc2)C3c2ccc(C(F)(F)F)cc2)cc1 (some centres not stated)	-1.4	2.1	-1.1	-1.0	/	0.5	0.5	0.2	1.1	0.6	/
S=c1[nH]cnc2scc(-c3ccccc3)c12	-1.0	-4.3	0.3	-1.8	0.3	-2.7	16.4	-0.5	-2.1	-0.5	0.3
CC1=NN(C(C#N)c2ccc(F)cc2)C(C)(C)C1 (configuration not stated)	-0.6	5.4	-0.1	-0.6	1.6	-1.9	6.6	-0.5	-2.1	-6.6	2.3
Cc1ccc(S(=O)(=O)c2cc(C#N)c(=O)[nH]c2N)cc1	-0.6	-37.2	1.1	-1.0	0.4	0.3	-4.2	0.3	3.5	6.5	1.2
O=C(NCC1CCCO1)c1ccc[nH]1 (configuration not stated)	-0.9	-2.2	1.2	-0.1	0.5	-2.7	-3.0	0.3	-1.3	0.1	0.5
Cc1cccc(OCC(=O)N(Cc2ccccc2)c2c(N)n(Cc3ccccc3)c(=O)[nH]c2=O)c1	-1.0	-4.4	-2.1	0.8	-1.4	0.8	8.1	-0.6	1.3	-3.1	-3.4
Cc1ccc(S(=O)(=O)N=Nc2c(O)[nH]c3ccccc23)cc1	-0.4	-2.0	-1.6	0.3	-1.3	-1.5	2.5	1.8	2.1	3.8	0.3
O=C(NCc1ccccc1Cl)c1ccncc1	-0.9	-3.8	-0.1	-0.8	-0.7	0.7	-2.1	-0.5	0.8	-3.6	0.0
O=C(Nc1ccc(Cl)cn1)c1ccccc1F	1.2*	-6.4	7.2	6.6*	2.0	2.5	-4.5	2.7	15.1*	-3.2	-2.6
Cc1ccnc(Nc2nc(-c3ccc(Cl)cc3)cs2)c1	-0.8	-4.7	1.0	1.6	0.8	-2.1	-4.3	0.5	7.2	-3.0	3.0
c1ccc2c(c1)CCCN2c1nc(N2CCOCC2)nc(N2CCOCC2)n1	-0.1	-7.5	-2.2	0.0	0.8	-1.2	5.5	-1.0	0.2	1.2	-0.3
O=C(CCl)N1CCN(S(=O)(=O)c2ccc3c(c2)CCC3)CC1	-1.7	-4.2	-2.3	-0.6	0.9	-0.1	15.9	-2.3	-3.9	11.8	-9.4
O=C(OCC1CC(c2ccccc2Cl)=NO1)c1ccc(Br)cc1 (configuration not stated)	-1.3	5.0	10.8*	0.3	-0.5	-0.6	-3.8	-0.6	-1.4	-4.3	7.6*
CCOc1ccc2nc(NC(=O)C3CSC4(C)CCC(=O)N34)sc2c1 (configuration not stated)	-1.1	-18.3	1.4	-1.0	0.2	0.0	-9.6	-0.3	5.4	-4.9	-1.1
Cn1ccc2c(N3CCOCC3)cc3c(c21)C1CCC3C1 (configuration not stated)	-1.6	-3.5	-3.2	-2.4	/	-4.5	2.2	-2.1	-0.5	3.2	/
CCC(C)NC(=O)c1cc(-c2cccs2)nc2ccccc12 (configuration not stated)	-1.6	i	-4.3	0.1	0.9	0.3	8.1	-0.2	-1.9	-2.4	0.4
COc1ccc(C2=Nn3c([n+](C)c4ccccc43)SC2)cc1	-2.6	5.3	-5.5	-4.1	-5.3	-1.1	-13.8	-3.9	-10.1	0.8	-3.8
OCc1nc2ccccc2n1CCCc1ccccc1	-0.9	0.6	-5.2	1.3	-0.3	-1.1	1.7	-0.1	3.9	3.8	0.5
Cc1ccc(S(=O)(=O)N2CCC(=O)N([C@H](COCc3ccc(Cl)c(Cl)c3)Cc3ccccc3)CC2)cc1	0.1	-0.6	-3.1	1.6	/	0.2	3.6	0.5	0.2	3.3	/
CC(=O)N1CCc2cc(S(=O)(=O)NC3CCCc4ccccc43)ccc21 (configuration not stated)	-1.5	5.7	-4.6	-1.1	-2.6	-2.9	-0.5	-2.3	0.6	2.2	0.2
CCOC(=O)CN1C(=O)/C(=C/c2c(F)cccc2Cl)Oc2ccccc21	-1.3	-492.7	-1.2	-1.2	-2.4	3.0	-3.6	-0.8	-2.8	-1.1	-0.5
CCOC(=O)Cc1nn(CC)c(=O)c2ccccc12	-0.8	-0.1	0.0	-0.7	0.3	-1.0	-0.3	0.5	2.7	-6.4	1.3
O=C(Nc1ccc(CN2CCOCC2)cc1)c1cccc(F)c1	-0.5	4.4	6.7	0.3	2.7	-2.4	-2.1	2.5	14.9*	0.9	4.1
CC1CN(C(=O)CSc2nnc(-c3ccncc3)n2-c2ccccc2)CC(C)O1 (configuration not stated)	-1.8	0.6	-2.6	-2.1	1.7	1.7	-2.1	-0.4	-2.9	0.1	0.1
CCn1c(SCC(=O)Nc2ccc(F)cc2)nnc1-c1cnccn1	-0.9	-0.5	-1.6	-2.4	0.4	0.1	0.7	-2.2	-0.6	-2.3	0.0
Cc1ccc(CN2C(=O)CSC2c2ccccc2F)cc1 (configuration not stated)	-1.0	-0.8	5.5	0.5	1.0	-0.2	6.3	-0.2	-0.7	2.8	1.2
CS(=O)(=O)NNC(=O)c1csc(Cc2c(Cl)sc3ccc(Cl)cc23)n1	-1.1	-3.1	-4.9	-1.1	4.6*	-0.5	-9.8	-0.5	1.2	-2.7	1.4
COc1ccc(/C=C/C(=O)OCC(=O)N2CCCC2)c(OC)c1	-0.8	-12.0	-3.0	-1.3	0.4	-1.8	7.9	-0.9	2.7	7.9	1.6

PLC-beta3 inh: entries above that show a hit
SMILES	ssDAF12 agonist	PLC-beta3 inh	SMARCA2 act	hcDAF-12 act	DAX1 inh-1	PG9 Ab binder	HGIII-sPLA2 inh	DAX1 inh-2	Rev-erbA mod
O=S(=O)(Nc1ccccc1)N1CCCCC1	-1.0	13.1*	-4.0	-0.5	1.4	1.4	4.2	1.0	9.9
